Screens (PubChem BioAssay)
MCL1-BIM inh = MCL1-BIM-BH3 interaction inhibition (human). Q07820. GST-MCL1 / FITC-Bim-BH3 fluorescence polarization. inhibition, % at 10.9 µM. 320,000 tested, 0.68% active. AID 2057;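 active = inhibition above the mean inhibition of all tested compounds plus 3 SD, set per campaign, cut at about 40% in these data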;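 also: 0% = DMSO wells and 100% = unlabeled Bim-BH3 peptide control; higher means more loss of mP so more displacement of Bim peptide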
Target sequence (Q07820 whole entry, looked up): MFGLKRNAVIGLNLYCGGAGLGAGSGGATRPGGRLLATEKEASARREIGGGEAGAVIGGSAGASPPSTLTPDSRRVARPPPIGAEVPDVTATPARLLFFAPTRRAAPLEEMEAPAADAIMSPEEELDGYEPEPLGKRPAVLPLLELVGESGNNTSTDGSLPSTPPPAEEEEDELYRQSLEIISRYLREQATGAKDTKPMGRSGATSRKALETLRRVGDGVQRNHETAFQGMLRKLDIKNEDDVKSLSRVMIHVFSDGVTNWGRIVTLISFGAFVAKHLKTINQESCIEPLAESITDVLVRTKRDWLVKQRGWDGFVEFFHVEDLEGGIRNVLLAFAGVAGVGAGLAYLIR
BCLXL inh = blocks human Bcl-xL binding to Bim BH3 peptide. Q07817. GST-Bcl-xL / FITC-Bim BH3 peptide fluorescence polarization. inhibition, % at 10.9 µM. 320,000 tested, 0.7% active;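 active = inhibition above the mean of all tested compounds plus 3 SD, cutoff set per campaign, cut at about 30% in these data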;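 also: 0% = DMSO wells and 100% = unlabeled Bim-BH3 peptide competitor; inhibitors lower millipolarization by displacing the labeled peptide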
Target sequence (Q07817 whole entry, looked up): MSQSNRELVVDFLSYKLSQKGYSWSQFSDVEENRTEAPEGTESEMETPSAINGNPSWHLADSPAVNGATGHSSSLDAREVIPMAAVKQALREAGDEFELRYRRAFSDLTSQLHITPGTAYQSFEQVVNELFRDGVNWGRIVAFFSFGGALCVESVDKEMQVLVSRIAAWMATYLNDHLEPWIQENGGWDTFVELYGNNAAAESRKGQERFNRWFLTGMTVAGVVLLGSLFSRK
GRK2 inh = inhibitors of human GRK2 displacing RNA aptamer; bead flow cytometry, FAM-aptamer displacement from GRK2; P25098; inhibition of aptamer binding, % at 10 µM; 330,000 tested, 0.59% active;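 active = inhibition of aptamer binding above 40%, roughly 3 SD of noise, on plates passing a quality check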;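 also: median bead fluorescence of bound FAM aptamer so fluorescent compounds give negative values; no value below 0 was filed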
Fam108B counter = blocks mouse Fam108B hydrolase in RBBP9 counter-screen | recombinant Fam108B, FP-Rh probe fluorescence polarization | inhibition, % at 9.51 µM | 300,000 tested, 0.33% active;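 active = inhibition above the screen mean inhibition plus 3 SD, computed separately per campaign, cut at about 18% in these data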;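 also: inhibitors lower polarization as less probe binds the enzyme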
CIT2 TOR yeast = modulators of TOR pathway CIT2-GFP in S. cerevisiae. S. cerevisiae CIT2-GFP strain, flow cytometry, 3 h; 100 means same as DMSO wells. GFP response vs DMSO, % at 10 µM. 320,000 tested, 0.065% active;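 active = GFP response relative to DMSO above a set limit, near the screen mean plus 3 SD, cut at about 150% in these data; inconclusive = Fewer than 70 cells measured for a yeast strain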;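 also: ratio of well median GFP fluorescence to mean of DMSO wells on the plate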
MEX-5 binding = C. elegans MEX-5 TCR-2 RNA binding activity | MEX-5/FITC-TCR2 RNA binding, fluorescence polarization; active compounds read low | activity score (negative = inhibition of binding), % at 10 µM | 300,000 tested, 0.38% active | AID 1832;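 active = inhibition past about -25% in most replicates, and total fluorescence under double the plate's negative control median, limit read from the data; inconclusive = replicates evenly split on the limit, or fluorescence at least double controls; inactive = too little inhibition in most replicates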;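 also: 0% = DMSO and -100% = 5 µM competing unlabeled TCR2 RNA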
GLD-1 TGE inh = GLD-1-TGE RNA interaction inhibition (C. elegans) | 320,000 tested, 0.44% active | inhibition, % at 5.96 µM | purified GLD-1 + fluorescein TGE RNA, fluorescence polarization | Q17339;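 active = percent inhibition above a per-plate cutoff, the plate mean of test compounds plus 3 SD, cut at about 30% in these data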;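 also: 0% = DMSO wells with GLD-1 and probe and 100% = wells lacking GLD-1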
Target sequence (Q17339 whole entry, looked up): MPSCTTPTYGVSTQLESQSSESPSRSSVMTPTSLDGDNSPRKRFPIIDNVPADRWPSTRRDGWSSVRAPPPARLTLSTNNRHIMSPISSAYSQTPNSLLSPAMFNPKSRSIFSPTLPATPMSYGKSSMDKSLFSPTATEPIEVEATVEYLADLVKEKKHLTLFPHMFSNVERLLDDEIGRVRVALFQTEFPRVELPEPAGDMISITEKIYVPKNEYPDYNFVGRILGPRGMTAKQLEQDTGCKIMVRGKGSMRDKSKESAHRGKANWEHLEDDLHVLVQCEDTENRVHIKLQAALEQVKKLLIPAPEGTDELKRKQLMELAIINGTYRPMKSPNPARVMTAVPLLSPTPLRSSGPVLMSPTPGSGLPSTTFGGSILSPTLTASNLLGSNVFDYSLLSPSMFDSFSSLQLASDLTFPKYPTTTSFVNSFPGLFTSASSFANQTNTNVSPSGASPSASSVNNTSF
VLA-4 inh = inhibition in a human VLA-4 binding assay | P13612 | VLA-4 expressing cells, ligand binding flow cytometry | inhibition, % (about 7 µM as worked out from the volumes in the protocol) | 330,000 tested, 0.2% active | AID 2557; in the data active = inhibition above about 50%
AGP1 TOR yeast = yeast TOR pathway AGP1-GFP modulation. AID 2066. 320,000 tested, 0.02% active. GFP response vs DMSO, % at 10 µM. S. cerevisiae AGP1-GFP multiplex flow cytometry, 3 h; GFP as percent of DMSO wells;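 active = GFP response relative to DMSO above a set limit, near screen average plus 3 SD, cut at about 150% in these data; inconclusive = fewer than 70 cells counted for the yeast strain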;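 also: median GFP channel fluorescence of the gated AGP1 strain per well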
Starred values were filed as active, the others as inactive; ? = inconclusive; . = not tested or not shown; [ ] = another dose, or the depositor's remark.

cpd	structure	MCL1-BIM inh	BCLXL inh	GRK2 inh	Fam108B counter	CIT2 TOR yeast	MEX-5 binding	GLD-1 TGE inh	VLA-4 inh	AGP1 TOR yeast
1	Cc1ccnc(NC(=O)c2ccc(Cl)c([N+](=O)[O-])c2)c1	7	4	4	-1	96	-0.2	7	-9	93
2	CCN(CC(=O)Nc1ccc2c(c1)OCCO2)Cc1cc(=O)n2ccsc2n1	2	3	1	1	102	-0.7	10	-12	120
3	CCC(NS(=O)(=O)c1ccc(C)cc1)C(=O)N1CCN(c2ccccn2)CC1 (centres undefined)	4	2	0	2	97	-1.6	2	22	101
4	CCN(CC)C1CCN(C(=O)CCc2nnc(CCCCc3ccccc3)o2)C1 (centres undefined)	-2	-4	0	1	99	0.6	3	0	99
5	O=C(Nc1ccc(Cl)c(C(F)(F)F)c1)[C@@H]1CC=C[C@@H]2CCN(Cc3ccccc3)C(=O)[C@@H]21	5	1	0	-1	98	1.8	0	-6	90
6	CC(=O)N1CCc2cc(S(=O)(=O)NCCC(=O)NCCc3ccccc3)ccc21	-3	-2	2	-2	.	2.7	5	-1	102
7	COC(=O)c1ccccc1C(=O)N1CCCC(CCC(=O)NCc2ccc(F)c(F)c2)C1 (centres undefined)	0	1	0	0	118	1.6	-2	-8	118
8	Cc1ccccc1C(=O)NC1CCN(CC(=O)NCc2ccc(F)cc2)CC1	9	7	1	2	101	-1.2	10	-2	101
9	COc1ccc(/C=C/CN2CCC(n3nccc3NC(=O)C3CC3)CC2)cc1	2	2	0	-3	105	0.0	10	-1	104
10	Cn1c(SCC(=O)N2CCN(c3ccccc3)CC2)nnc1-c1ccco1	0	5	4	1	98	0.9	2	-13	115
11	CN(CCCNS(=O)(=O)c1cccc2cccnc12)Cc1ccccc1	6	5	0	3	104	-0.9	-1	8	108
12	Cc1ccc(/C=C(\C#N)C(=O)Nc2ccccn2)o1	4	3	3	5	101	-3.9	4	29	99
13	CC(C)Cc1nc2n[nH]c(N)c2c2c1CCC2	9	6	4	-3	101	-0.5	-2	6	104
14	CCOc1ccc(N(C(C)C(=O)NCc2ccco2)S(C)(=O)=O)cc1 (centres undefined)	9	3	1	0	102	0.5	1	7	101
15	O=C(NCCN1CCOCC1)c1cc(Sc2ccc(F)cc2F)nc2ccccc12	-3	1	2	-4	99	0.3	6	-5	101
16	COc1cccc(/C=C/C(=O)Nc2ccc3[nH]c(=O)[nH]c3c2)c1	-8	-1	3	6	115	-0.6	3	25	111
17	O=C(O)CN(c1ccc2c(c1)OCCO2)S(=O)(=O)c1ccccc1	7	2	2	-1	101	1.5	0	-5	108
18	C/C(=N\NC(=O)c1ccc(NS(=O)(=O)c2cccs2)cc1)c1ccc(O)cc1O	11	9	2	11	103	-4.6	5	-30	102
19	COc1ccc(-c2c(C(F)(F)F)oc3c(CN4CCN(C)CC4)c(O)ccc3c2=O)cc1	-2	-3	0	2	101	1.3	-4	92*	103
20	OCC1(CCOc2ccccc2)CCN(Cc2cccn2-c2ncccn2)CC1	1	3	0	-3	.	-0.1	1	12	90
21	CC(=O)c1c(C)[nH]c(C(=O)NC2=NCCS2)c1C	7	3	3	0	96	-1.9	0	9	105
22	CC(NC(=O)c1c(F)cccc1Cl)c1ccc(-n2ccnc2)cc1 (centres undefined)	-2	-1	0	-2	95	1.2	-7	3	96
23	O=C(CNC(=O)c1ccc(-c2ccccc2)cc1)OCc1c(Cl)cccc1Cl	-8	-4	0	2	98	1.0	3	53*	93
24	COc1cccc(-n2c(SCC(=O)Nc3nc4ccccc4s3)nc3ccccc3c2=O)c1	4	7	1	-25	96	1.1	-1	4	101
25	O=C(C1CCN(S(=O)(=O)c2ccc(F)cc2)CC1)N1CCOCC1	-1	3	1	1	94	-1.1	1	9	95
26	CC(OC(=O)C1CSC2(C)CCC(=O)N12)C(=O)Nc1ccc(F)cc1 (centres undefined)	-21	-12	9	.	97	.	2	11	103
27	N#Cc1ccc(C(=O)Nn2cnnc2)cc1	-1	3	0	5	101	-1.3	-2	7	101
28	COc1ccc(NC2=C(C(C)=O)C(c3ccc4c(c3)OCO4)C(C(C)=O)C(C)(O)C2)cc1 (centres undefined)	7	-3	0	5	96	-2.6	5	-37	99
29	COc1cc(NCCCCCCCN)c2ncccc2c1	1	4	2	-3	86	-3.7	-7	1	82
30	O=C(O)CCC(=O)NNC(=O)COc1ccc(Cl)cc1Cl	7	0	0	2	93	0.4	2	5	96

(next part)
cpd	structure	MCL1-BIM inh	BCLXL inh	GRK2 inh	Fam108B counter	CIT2 TOR yeast	MEX-5 binding	GLD-1 TGE inh	VLA-4 inh	AGP1 TOR yeast
31	O=C(CNC(=O)c1ccco1)NCC(=O)OCc1c(F)cccc1Cl	0	1	3	-2	95	-3.0	3	15	97
32	CCN(CC)CC(O)COc1ccc2c(c1)c(C(C)=O)c(C)n2-c1ccccc1 (centres undefined)	-1	-3	1	6	100	3.2	-1	1	99
33	CC(C)(C)OC(=O)NCC(=O)Oc1cc2oc(=O)cc(-c3ccccc3)c2cc1Cl	4	4	0	4	119	0.5	3	2	76
34	Cc1ccc(NC(=O)CC(=O)Nc2ccc(C)c(C)c2)cc1C	6	5	0	-9	103	1.9	-5	14	104
35	C/C(NCCCn1ccnc1)=C(\C#N)C(N)=O	2	4	0	2	105	0.9	7	0	103
36	COC(=O)c1ccc(CNC(=O)COC(=O)/C=C/c2cc(OC)c(OC)c(OC)c2)cc1	.	.	0	.	95	.	6	-7	95
37	COc1cccc(CNC(=O)c2c(C)nn(-c3ccccc3)c2C)c1	2	0	0	1	91	0.2	1	3	95
38	Cc1ccc(N)c2c1OCCC2=O	7	10	0	4	105[may fluoresce red]	0.4	5	9	87[may fluoresce red]
39	Cc1cc(C)cc(CC2CC(=O)N(c3nc(C)cc(C)n3)C2=O)c1 (centres undefined)	-1	1	0	-2	100	1.8	3	-19	98
40	CC(C)COCC1CC2(CC(C)C(=O)CC2=O)C(=O)O1 (centres undefined)	6	-1	0	0	98	2.7	4	1	98
41	CCOC(=O)n1c(=O)n(C)c2ccc(Br)cc21	-1	4	1	2	92	1.2	0	5	94
42	Cc1nnc(NC(=O)c2cccc(F)c2)s1	-1	2	0	-3	98	0.0	3	12	92
43	COc1ccc(S(=O)(=O)N2CCOCC2)cc1NC(=O)CN1CCCCCC1	4	3	2	1	98	1.4	-7	4	102
44	O=C1CSC(=Nc2cccc([N+](=O)[O-])c2)N1	6	3	0	0	91	-2.9	-3	-12	89
45	O=C(O)CCCC(=O)Nc1cccc(C(=O)Nc2ccccc2C(=O)O)c1	4	5	1	5	.	0.6	2	2	92
46	O=C1/C(=C\c2ccc(O)c(O)c2)N=C2CCCCCN12	-30	-21	0	-3	99	29	-108	-12	99
47	Cc1cc(C)n2nc(C(=O)Nc3nccs3)nc2n1	1	0	0	0	107	-2.0	2	4	105
48	COc1cc(C)c(CNc2cccc(C)c2)cc1C	1	8	0	-3	91	3.9	-2	-4	93
49	Cc1ccc(CNc2ccc(CNc3ncn[nH]3)cc2)cc1	4	-1	3	4	106	0.1	4	10	101
50	COC(=O)C(Cc1cnc(Cl)s1)(C(=O)OC)c1ccccc1[N+](=O)[O-]	-4	-1	3	-3	91	-1.1	6	10	103
51	CCOC(=O)c1sc(NC(=O)Cn2nnc3sc4c(c3c2=O)CCC(C(C)(C)C)C4)nc1C (centres undefined)	-16	-5	5	-16	102	0.9	-4	-7	100
52	COc1ccc(OC)c(S(=O)(=O)NC2CCCCC2)c1	9	5	0	4	96	-0.4	5	2	.
53	Cc1ccc(C)c(S(=O)(=O)N2CCN(C(=O)Cn3[nH]c(=O)c4ccccc4c3=O)CC2)c1	-5	3	0	-3	97	4.1	6	-8	99
54	CC(C)(C)NC(=S)NCCc1ccccc1	12	12	0	5	94	?	3	-1	91
55	CN(C(=O)/C=C/c1ccc2c(c1)OCO2)c1ccccc1	-12	-14	5	-6	68	1.3	-13	-2	92
56	Cc1cc(C)nc(NC(=NCCc2c[nH]c3ccccc23)NC(=O)C(C)(C)C)n1	0	6	2	0	109	2.9	4	18	114
57	Cc1cc(C)c(S(=O)(=O)Nc2ccccc2C(=O)N2CCOCC2)c(C)c1	-10	-11	4	-3	101	-5.3	0	-7	95
58	CCOC(=O)c1[nH]c(C)c(C(=O)OCC(=O)NCc2ccc(OC)c(OC)c2)c1C	-32	-8	0	.	102	.	-1	-22	99
59	N#CC1=C2SCN(Cc3ccccc3)CN2C(=O)CC1c1ccc2c(c1)OCO2 (centres undefined)	-2	0	3	-2	101	-4.1	7	13	97
60	COc1ccc(S(=O)(=O)N2CC(=O)Nc3ccccc32)cc1C	8	6	0	-1	105	-4.2	3	1	104

A second format for some results above:
The line under a structure holds: MCL1-BIM inh | BCLXL inh | GRK2 inh | Fam108B counter | CIT2 TOR yeast | MEX-5 binding | GLD-1 TGE inh | VLA-4 inh | AGP1 TOR yeast
60) COc1ccc(S(=O)(=O)N2CC(=O)Nc3ccccc32)cc1C
  8 | 6 | 0 | -1 | 105 | -4.2 | 3 | 1 | 104
45) O=C(O)CCCC(=O)Nc1cccc(C(=O)Nc2ccccc2C(=O)O)c1
  4 | 5 | 1 | 5 | . | 0.6 | 2 | 2 | 92
33) CC(C)(C)OC(=O)NCC(=O)Oc1cc2oc(=O)cc(-c3ccccc3)c2cc1Cl
  4 | 4 | 0 | 4 | 119 | 0.5 | 3 | 2 | 76
42) Cc1nnc(NC(=O)c2cccc(F)c2)s1
  -1 | 2 | 0 | -3 | 98 | 0.0 | 3 | 12 | 92
52) COc1ccc(OC)c(S(=O)(=O)NC2CCCCC2)c1
  9 | 5 | 0 | 4 | 96 | -0.4 | 5 | 2 | .

Among those listed so far, 3 have two or more sulfur atoms:
cpd	structure	MCL1-BIM inh	BCLXL inh	GRK2 inh	Fam108B counter	CIT2 TOR yeast	MEX-5 binding	GLD-1 TGE inh	VLA-4 inh	AGP1 TOR yeast
18	C/C(=N\NC(=O)c1ccc(NS(=O)(=O)c2cccs2)cc1)c1ccc(O)cc1O	11	9	2	11	103	-4.6	5	-30	102
24	COc1cccc(-n2c(SCC(=O)Nc3nc4ccccc4s3)nc3ccccc3c2=O)c1	4	7	1	-25	96	1.1	-1	4	101
51	CCOC(=O)c1sc(NC(=O)Cn2nnc3sc4c(c3c2=O)CCC(C(C)(C)C)C4)nc1C (centres undefined)	-16	-5	5	-16	102	0.9	-4	-7	100

Back to the main list; the 3 compounds before the break are reprinted first.
cpd	structure	MCL1-BIM inh	BCLXL inh	GRK2 inh	Fam108B counter	CIT2 TOR yeast	MEX-5 binding	GLD-1 TGE inh	VLA-4 inh	AGP1 TOR yeast
58	CCOC(=O)c1[nH]c(C)c(C(=O)OCC(=O)NCc2ccc(OC)c(OC)c2)c1C	-32	-8	0	.	102	.	-1	-22	99
59	N#CC1=C2SCN(Cc3ccccc3)CN2C(=O)CC1c1ccc2c(c1)OCO2 (centres undefined)	-2	0	3	-2	101	-4.1	7	13	97
60	COc1ccc(S(=O)(=O)N2CC(=O)Nc3ccccc32)cc1C	8	6	0	-1	105	-4.2	3	1	104
61	O=C(CCCN=C1NS(=O)(=O)c2ccccc21)OCC(=O)c1ccccc1	-16	-15	0	6	113	-0.9	-2	-3	113
62	N#Cc1c(NC(=O)c2ccncc2)sc2c1CCC2	30	11	2	11	102	-1.4	3	-9	96
63	N#Cc1ccccc1Cn1c(=O)n(C2CCCC2)c(=O)c2ccccc21	2	9	4	4	92	1.5	2	-1	98
64	S=C1NC(c2ccccc2)=NCN1c1ccccc1	8	3	4	-1	106	-0.7	-1	-1	103
